Gli-Sufu block = blocks Gli-Sufu signaling in a luciferase reporter. Sufu-KO-LIGHT fibroblasts, Gli luciferase reporter luminescence. actives 0.74% (n = 340,000). inhibition, % at 5 µM;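 active means inhibition above about 55%, limit read from the data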;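 further: 0% = DMSO-treated cells and 100% = wells with medium but no cells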
CHOP UPR activ = activators of apoptotic arm of unfolded protein response (CHOP); CHO-CHOP luciferase reporter, UPR activation, luminescence; percent of tunicamycin response over DMSO baseline; activation, % at 10 µM; actives 0.34% (n = 330,000); AID 449763;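 active means at 10 µM dose, activation of 40% or more, normalized to positive control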;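 further: 100% = tunicamycin at 10 µg/mL and 0% = DMSO alone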
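System: CHO-CHOP luciferase reporter cell line; amount: 500 cells/well; buffer or medium: F12 medium containing 10% fetal bovine serum; incubation: 6 h compound exposure at 37 °C after overnight seeding; measured by: luciferase luminescence after 10 min with Steady-Glo reagent; evaluation: % reporter activation, DMSO baseline versus tunicamycin full activation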
697 NFkB inh = inhibitors of the PMA/ionomycin-induced NF-kB reporter in 697 B cells. 697 B-cell NF-kB luciferase reporter, 16 h. inhibition, % at 4 µM. actives 0.33% (n = 330,000). AID 435022; in the data active means inhibition above about 35%
Mdm2 MdmX PPI = inhibitors of human Mdm2/MdmX interaction | O15151+Q00987 | SaOS-2 split-luciferase Mdm2/MdmX complementation, luminescence | inhibition, % at 8 µM | actives 3% (n = 330,000);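 active means inhibition of at least 50% at 8 µM in the primary screen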
EBI2 antag = antagonists of human EBI2 receptor; EBI2 beta-arrestin recruitment, luminescence, 7a,25-OHC stimulated; inhibition, % at 5 µM; actives 0.81% (n = 360,000); in the data active means inhibition above about 38%;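 further: enzyme fragment complementation signal reports receptor beta-arrestin coupling in cells; 0% = agonist plus DMSO wells and 100% = wells without agonist; some results beyond the cut were filed as inactive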
Target sequence (P32249 whole entry, looked up, the tested form may be a part): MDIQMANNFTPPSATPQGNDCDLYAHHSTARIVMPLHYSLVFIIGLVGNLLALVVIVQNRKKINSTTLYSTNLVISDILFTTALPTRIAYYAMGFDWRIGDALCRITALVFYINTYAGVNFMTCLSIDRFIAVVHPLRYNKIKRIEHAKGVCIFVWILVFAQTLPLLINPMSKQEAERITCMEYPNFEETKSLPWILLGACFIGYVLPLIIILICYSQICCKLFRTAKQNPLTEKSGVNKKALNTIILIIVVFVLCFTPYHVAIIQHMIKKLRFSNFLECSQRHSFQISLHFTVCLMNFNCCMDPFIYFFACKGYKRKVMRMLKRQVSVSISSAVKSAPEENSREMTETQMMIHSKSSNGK
Jurkat NFkB inh = inhibitors of the PMA/ionomycin-induced NF-kB reporter in Jurkat cells; PMA/ionomycin-induced NF-kB luciferase reporter, luminescence; inhibition, % at 4 µM; actives 0.53% (n = 330,000); AID 435003; in the data active means inhibition above about 50%
CCR6 antagonist = blocks CCL20-driven beta-arrestin recruitment at human CCR6 | CHO-K1 CCR6 PathHunter beta-arrestin, luminescence, CCL20-stimulated | actives 0.49% (n = 340,000) | inhibition, % at 20 µM;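 active means compounds whose inhibition of the agonist-driven luminescence signal at 20 µM reaches about 50%, limit read from the data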;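 further: cells stimulated with CCL20 at 14 nM final; plate controls were DMSO with CCL20 for no effect and DMSO without agonist for full effect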
Target sequence (P51684 whole entry, looked up): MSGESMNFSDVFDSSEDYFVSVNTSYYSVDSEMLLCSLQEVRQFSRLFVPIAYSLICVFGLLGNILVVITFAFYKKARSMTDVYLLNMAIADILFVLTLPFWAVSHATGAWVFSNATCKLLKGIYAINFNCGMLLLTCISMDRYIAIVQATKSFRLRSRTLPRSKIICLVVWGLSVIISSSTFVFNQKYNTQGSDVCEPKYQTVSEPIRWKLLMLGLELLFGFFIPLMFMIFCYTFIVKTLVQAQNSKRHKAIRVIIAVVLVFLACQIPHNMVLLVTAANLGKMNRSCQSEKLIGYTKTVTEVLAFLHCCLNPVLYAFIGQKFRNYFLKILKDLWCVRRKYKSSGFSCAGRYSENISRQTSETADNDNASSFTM
CXCR6 inh = inhibitors of human CXCR6 receptor; O00574; CHO-K1 PathHunter CXCR6 beta-arrestin, luminescence; inhibition, % at 20 µM; actives 0.36% (n = 360,000); AID 602244; in the data active means inhibition above about 34%, passing the limit was not always enough;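 further: antagonist mode with CXCL16 agonist at 10 nM final; 0% = 10 nM CXCL16 with DMSO and 100% = unstimulated wells without agonist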
Target sequence (O00574 whole entry, looked up): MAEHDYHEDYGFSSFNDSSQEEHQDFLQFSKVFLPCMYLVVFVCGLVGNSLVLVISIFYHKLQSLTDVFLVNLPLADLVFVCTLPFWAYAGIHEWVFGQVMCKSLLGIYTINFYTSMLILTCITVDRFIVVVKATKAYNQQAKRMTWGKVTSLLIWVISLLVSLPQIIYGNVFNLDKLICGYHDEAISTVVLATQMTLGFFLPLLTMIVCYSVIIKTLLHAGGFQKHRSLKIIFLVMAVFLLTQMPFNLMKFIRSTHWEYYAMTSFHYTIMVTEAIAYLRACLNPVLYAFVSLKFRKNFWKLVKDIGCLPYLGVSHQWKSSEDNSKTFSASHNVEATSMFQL
XBP1 UPR activ = activators of adaptive arm of unfolded protein response (XBP1) | CHO-XBP1 luciferase reporter, IRE1-XBP1 UPR activation, luminescence; percent of tunicamycin response, DMSO as zero | activation, % at 20 µM | actives 0.33% (n = 330,000);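 active means versus positive control, 20 µM dose yields 30% or more activation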;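 further: 100% = tunicamycin at 10 µg/mL and 0% = DMSO only wells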
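Material: CHO-XBP1 cells stably carrying IRE1-XBP1-driven luciferase reporter / Amount: 1000 cells per well / Compound: 20 µM, 1% DMSO / Times: 6 h treatment, 37 °C / Detection: luciferase luminescence / Measure: % activation of reporter signal versus tunicamycin and DMSO controls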
Active calls of the source: *; nt = no result given.

SMILES	Gli-Sufu block	CHOP UPR activ	697 NFkB inh	Mdm2 MdmX PPI	EBI2 antag	Jurkat NFkB inh	CCR6 antagonist	CXCR6 inh	XBP1 UPR activ
CC1(C)CC(=O)C=C(C(=O)N2CCCC(CCC(=O)NCc3ccccc3F)C2)O1 (stereo unspecified)	-4	-1.1	14	5	5	-13	3	-11	0
CCNC(=O)CC1C(=O)N(c2ccc(C)cc2)C(=O)N1CCC(C)C (stereo unspecified)	-3	0.9	5	2	-13	5	-2	7	-6
Cc1ccc(S(=O)(=O)NC2=NCCC2)cc1	-1	-1.7	4	-11	0	-5	-3	-3	-3
COc1cc2c(C(=O)N(C)c3ccc(F)cc3)cn(C)c(=O)c2cc1OC	5	-0.7	-4	14	-3	0	-5	-11	-4
Cc1ccc(CNC(=O)c2cccnc2)cc1	-5	2.2	0	15	-8	-6	14	-8	0
CCSc1nnc(NC(=O)CN(C)S(=O)(=O)c2ccc(F)cc2)s1	5	-0.7	8	23	4	5	-1	-1	0
O=C(CCc1nc2ccccc2c(=O)[nH]1)NCCN1C(=O)S/C(=C\c2ccc(OC(F)F)cc2)C1=O	13	nt	nt	nt	-4	nt	18	-2	nt
Cc1ccc(CNC(=O)COc2ccc(S(=O)(=O)N3CCOCC3)cc2)cc1	-9	1.6	-5	10	10	10	7	3	0
O=C(NNC(=O)c1ccccc1O)c1cc2ccccc2o1	-8	2.0	-89	-30	-9	-31	11	-8	3
CCc1nn(C(C)C(=O)Nc2cccc(C)c2C)c(=O)c2cc3occc3n12 (stereo unspecified)	-8	0.5	5	-17	-7	19	10	2	3
Cc1cc(O)c(/C=N/Nc2ccccc2)c(=O)o1	6	-1.7	19	12	-5	4	11	4	0
CCOc1cc(S(=O)(=O)NCc2ccccc2)c(OCC)cc1-n1cnnn1	-9	0.3	-15	7	-6	-19	-1	6	0
CCN(Cc1ccccc1)C(=O)Cn1c(=O)n(CC(=O)N2CCCCC2)c(=O)c2sccc21	-2	0.0	6	-11	-1	2	0	-4	-3
N#CC1=C2SCN(c3ccc(F)cc3)CN2C(=O)CC1c1cccc(F)c1 (stereo unspecified)	-16	1.0	12	31	-2	10	3	4	3
CC(C)C(C(=O)C=[N+]=[N-])N1C(=O)c2ccccc2C1=O (stereo unspecified)	-7	0.8	14	15	-5	-3	-7	-1	0
Cc1ccc(S(=O)(=O)NC2CC2)s1	5	0.5	-4	-13	4	-22	2	6	-7
CCn1c(SCC(=O)Nc2ccc(C)cc2)nnc1-c1cnccn1	1	-1.5	9	8	6	-2	9	1	-1
O=C(Nc1nc2ccc(F)cc2s1)c1ccccn1	54	80*	-385	93*	nt	96*	65*	nt	-8
Cc1ccccc1NC(=O)c1cc(S(=O)(=O)N2CCCCC2)cs1	1	0.2	19	18	-13	3	-1	-6	-2
O=c1ccnc(SCCc2ccccc2)[nH]1	-1	-0.4	-31	-4	-12	-27	21	0	-2
Cc1ccc(C)c(S(=O)(=O)N2CCN(C(=O)CCC(=O)NCc3ccc(Cl)cc3Cl)CC2)c1	-5	nt	nt	nt	24	nt	11	-2	nt
COc1ccccc1C(=O)NCCC(=O)N1CCN(c2ccccc2O)CC1	6	0.6	12	-19	3	0	10	-4	-1
CC(=O)Nc1ccc(NC(=O)c2cc(S(=O)(=O)N3CCCCC3)ccc2N2CCOCC2)cc1	0	nt	nt	nt	-4	nt	18	-9	nt
COc1ccc(S(=O)(=O)N2CCOCC2)cc1OC	4	-1.1	-9	17	-4	0	-3	-7	0
Cc1cc(C(=O)COC(=O)Cc2n[nH]c(=O)c3ccccc23)c(C)n1-c1cccc(C(F)(F)F)c1	15	1.2	-20	3	23	11	20	28	0
Additional compounds:
SMILES	Gli-Sufu block	CHOP UPR activ	697 NFkB inh	Mdm2 MdmX PPI	EBI2 antag	Jurkat NFkB inh	CCR6 antagonist	CXCR6 inh	XBP1 UPR activ
CCOc1ccc2nc3sc(C(=O)N4CCN(C)CC4)c(N)c3cc2c1	9	1.6	-5	-17	9	-10	-8	-2	1
COc1cc(-c2nnc(COC(=O)C3c4ccccc4Oc4ccccc43)o2)cc(OC)c1OC	-2	-0.5	12	-1	1	11	-3	6	1
CCCS(=O)(=O)c1ncc(Cl)c(C(=O)Nc2ccc(S(=O)(=O)Nc3ncccn3)cc2)n1	-6	-1.6	22	7	-9	9	-5	-5	1
CCOC(=O)C1=C(C)N=C2SCCC(=O)N2[C@@H]1c1cccs1	2	1.1	3	2	-7	-2	12	7	-4
O=C(NCCCNC(=O)c1ccco1)c1ccco1	4	-1.8	10	3	-8	-12	6	-8	-3
CN(C)S(=O)(=O)c1ccc(NS(=O)(=O)/C=C/c2ccccc2)cc1	3	-2.6	6	25	-1	-15	9	-6	1
CSC1=NC(C)(C)C=C(/C=C/c2c(Cl)cccc2Cl)N1	3	-1.3	3	48	-21	18	18	6	-4
C[C@H](CO)N1C[C@H](C)[C@@H](CN(C)Cc2ccc(Cl)c(Cl)c2)Oc2c(NC(=O)Cc3ccccc3)cccc2C1=O	21	1.0	-3	41	11	3	5	7	-2
COc1ccc(-c2nc3ccc(C(=O)NCCCN4CCOCC4)cc3nc2-c2ccc(OC)cc2)cc1	8	1.4	-51	2	5	-22	22	6	-1
COc1cc(C=NNC(=O)c2ccccc2-n2cccc2)ccc1O	0	0.5	-9	4	1	4	5	-1	1
Nc1nc2ccccc2n1/N=C/c1ccc2c(c1)OCO2	-40	4.1	-106	-123	4	-81	3	1	4
Cc1cc(-c2ccccc2)c(C#N)c(SCC(N)=O)n1	2	0.0	-48	-1	-1	-9	-2	3	-2
O=S(=O)(c1ccc2c(c1)OCCO2)N1CCC(c2nc3ccc(Cl)cc3[nH]2)CC1	13	-1.1	4	39	21	7	27	-2	1
CCC(OC(=O)c1nsc(Cl)c1Cl)C(=O)NCCOC (stereo unspecified)	-3	2.2	18	-2	-6	1	8	-5	2
Cn1cnnc1SCc1ccccc1[N+](=O)[O-]	2	2.2	1	19	-4	10	3	-4	-2
O=C(CCS(=O)(=O)Cc1ccccc1)NCc1ccco1	2	-0.9	-19	28	-5	17	-5	-8	-3
CN1CCN(C(=O)c2ccc(CS(=O)(=O)c3c(Cl)cccc3Cl)o2)CC1	48	-2.4	14	6	-9	12	16	1	-1
CCc1sc(-c2ccccc2)nc1C(=O)OC	-1	2.0	11	13	1	10	18	10	0
CC1=NN(C(=O)CSCc2ccccc2)C(O)(c2ccc(F)cc2)C1 (stereo unspecified)	4	-1.3	0	15	14	-3	13	11	-2
CC(C)CNC(=O)c1cc([N+](=O)[O-])ccc1N1CCOCC1	-7	0.7	3	18	5	3	-2	12	-3
O=c1cc(CO)oc2ccccc12	-3	-0.7	2	6	-2	-6	-8	7	0
CC(=O)N1CCN(C(=O)c2cccc(S(=O)(=O)N3CCN(c4ccc(F)cc4)CC3)c2)CC1	2	0.7	24	1	6	12	16	-1	-3
O=c1[nH]c(=O)n(-c2ccccc2)c2c1C(C(F)(F)F)(C(F)(F)F)N=C(CCC1CCCCC1)N2	19	2.7	-4	50	11	9	2	-1	9
COc1cc2ccccc2cc1C(=O)NCc1ccncc1	3	1.1	-21	0	0	-6	2	-4	-2
CCCS(=O)(=O)N1CCC(C(=O)NCc2ccc3c(c2)OCO3)CC1	-3	-1.4	16	10	10	-5	-6	1	-3

Of the compounds above, these have a nitro group on carbon:
SMILES	Gli-Sufu block	CHOP UPR activ	697 NFkB inh	Mdm2 MdmX PPI	EBI2 antag	Jurkat NFkB inh	CCR6 antagonist	CXCR6 inh	XBP1 UPR activ
Cn1cnnc1SCc1ccccc1[N+](=O)[O-]	2	2.2	1	19	-4	10	3	-4	-2
CC(C)CNC(=O)c1cc([N+](=O)[O-])ccc1N1CCOCC1	-7	0.7	3	18	5	3	-2	12	-3

Continuation:
SMILES	Gli-Sufu block	CHOP UPR activ	697 NFkB inh	Mdm2 MdmX PPI	EBI2 antag	Jurkat NFkB inh	CCR6 antagonist	CXCR6 inh	XBP1 UPR activ
NC(=O)N/N=C/c1c(F)c(F)c(F)c(F)c1F	4	4.0	-5	-9	-2	-9	-7	0	1
N#C/C(=C\c1cn(-c2ccccc2)nc1-c1ccccc1)S(=O)(=O)c1ccccc1	-17	13	-23	31	0	1	4	3	8
COc1cccc(NC(=O)CSc2ccc(-c3ccco3)nn2)c1	-3	5.3	11	20	7	21	-3	-4	-1
Cc1cc(C(=O)CN2C(=O)C(=O)N(Cc3ccccc3)C2=O)c(C)n1CC1COc2ccccc2O1 (stereo unspecified)	18	0.4	-9	21	0	24	1	6	-5
COc1cccc(C(=O)NCC(c2cccnc2)N2CCN(c3ccccc3OC)CC2)c1 (stereo unspecified)	5	1.4	-2	14	-9	12	-3	-1	-2
CCOc1ccc(S(=O)(=O)NCc2ccc3c(c2)OCO3)cc1	23	-0.3	13	13	-5	5	3	-4	-4
CCOc1ncccc1C(=O)NCc1cccc(OC)c1	2	-2.9	-4	-7	-19	-12	7	4	0
COc1ccc(CCNC(=O)CSc2ncc(C(=O)Nc3ccccc3)c(=O)n2C)cc1	21	0.5	-5	8	26	1	1	3	-1
Cn1nc(C(=O)NCCc2ccc(Cl)cc2)c2c1-c1ccccc1S(=O)(=O)C2	-4	1.9	-17	25	11	-17	11	7	-1
Cc1ccc(NC(=O)c2cc(N(C)C)ccc2[P+](=O)O)cc1	-6	2.5	-12	-35	-8	-18	-14	5	1
Cc1cccc(-n2nnnc2-c2cnccc2C(F)(F)F)c1C	1	-0.8	10	19	0	22	-2	-2	-2
NC(=O)Nn1c(CCC(=O)O)ccc1-c1ccc(Br)cc1	2	0.4	6	9	0	-9	9	6	-2
Nc1nc2ccc(Cl)cc2c2nc(-c3ccco3)nn12	nt	-3.1	36*	45	nt	15	nt	nt	5
CCN(CC)S(=O)(=O)c1cc(C(=O)Nc2cc(C)on2)ccc1Cl	32	3.2	-1	29	5	6	2	6	1
Cc1ccn(CCC(=O)N2CCCC(CCC(=O)NCc3ccc(F)c(F)c3)C2)n1 (stereo unspecified)	-3	-1.9	-1	-5	12	-12	6	-8	-3
CCOc1ccc(N(CC(=O)NCc2ccccc2Cl)S(=O)(=O)c2c(C)[nH]c(=O)[nH]c2=O)cc1	4	-1.0	16	10	-10	13	-4	-16	-1
CC(=O)c1c(C)nc(-c2ccc(Cl)cc2)nc1NC(=O)C(C)C	4	1.0	5	-8	-2	-4	5	2	2
O=c1[nH]cnc(O)c1C(c1ccc(Br)cc1)c1c(O)nc[nH]c1=O	-2	-1.9	18	1	0	13	-4	-7	-1
Cc1cc(C)c2sc(NC(=O)C3CC3)nc2c1	-41	3.1	-8	-15	4	-29	-2	-4	1
CC(C)c1ccc(-c2cc(C(=O)N3N=C(C(F)F)CC3(O)C(F)F)c3ccccc3n2)cc1 (stereo unspecified)	-38	4.4	-57	24	32	-47	-1	-4	39*
O=C(Cn1cnc2ccccc2c1=O)Nc1cccc(-c2nnc3n2CCCCC3)c1	-4	1.6	-9	21	-10	-8	2	0	-3
Cc1c(CN(C)C(=O)c2sc3cc(Cl)ccc3c2Cl)cnn1C	7	1.0	-1	-4	10	7	-1	-11	0

Quoted at random: 2 entries already listed, in no set order.
SMILES	Gli-Sufu block	CHOP UPR activ	697 NFkB inh	Mdm2 MdmX PPI	EBI2 antag	Jurkat NFkB inh	CCR6 antagonist	CXCR6 inh	XBP1 UPR activ
COc1cccc(NC(=O)CSc2ccc(-c3ccco3)nn2)c1	-3	5.3	11	20	7	21	-3	-4	-1
COc1ccc(CCNC(=O)CSc2ncc(C(=O)Nc3ccccc3)c(=O)n2C)cc1	21	0.5	-5	8	26	1	1	3	-1
